# MrgX1 allo act: positive allosteric modulators of MrgX1, primary screen, HEK293 cells, Fluo-4 calcium flux; FDSS; active compounds read high; Mas-related G-protein coupled receptor member X1 (Homo sapiens), Q96LB2; B-score at 10 µM; 310,000 compounds, 0.63% hits;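 active means plate-corrected calcium response at least 3 library SD above typical, normal starting fluorescence, not activating the receptor alone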;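 further: compound read alongside a low EC10 to EC30 dose of BAM8-22 agonist; peak minus trough fluorescence over baseline measured at the second addition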
# ANO1 block: TMEM16A chloride channel inhibitors, primary screen, cell-based, HTS | HEK293 TMEM16A/YFP iodide influx fluorescence, ionomycin | normalized B-score (activity score, 25-100; higher = stronger inhibition) at 10 µM | 310,000 compounds, 1.2% hits | AID 588511, 2011;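 active means ratio plate-corrected score three or more library SD toward inhibition, starting fluorescence score within five deviations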;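 further: score derived from kinetic fluorescence span divided by baseline fluorescence per well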
# Target sequence (Q8BHY3 whole entry, looked up): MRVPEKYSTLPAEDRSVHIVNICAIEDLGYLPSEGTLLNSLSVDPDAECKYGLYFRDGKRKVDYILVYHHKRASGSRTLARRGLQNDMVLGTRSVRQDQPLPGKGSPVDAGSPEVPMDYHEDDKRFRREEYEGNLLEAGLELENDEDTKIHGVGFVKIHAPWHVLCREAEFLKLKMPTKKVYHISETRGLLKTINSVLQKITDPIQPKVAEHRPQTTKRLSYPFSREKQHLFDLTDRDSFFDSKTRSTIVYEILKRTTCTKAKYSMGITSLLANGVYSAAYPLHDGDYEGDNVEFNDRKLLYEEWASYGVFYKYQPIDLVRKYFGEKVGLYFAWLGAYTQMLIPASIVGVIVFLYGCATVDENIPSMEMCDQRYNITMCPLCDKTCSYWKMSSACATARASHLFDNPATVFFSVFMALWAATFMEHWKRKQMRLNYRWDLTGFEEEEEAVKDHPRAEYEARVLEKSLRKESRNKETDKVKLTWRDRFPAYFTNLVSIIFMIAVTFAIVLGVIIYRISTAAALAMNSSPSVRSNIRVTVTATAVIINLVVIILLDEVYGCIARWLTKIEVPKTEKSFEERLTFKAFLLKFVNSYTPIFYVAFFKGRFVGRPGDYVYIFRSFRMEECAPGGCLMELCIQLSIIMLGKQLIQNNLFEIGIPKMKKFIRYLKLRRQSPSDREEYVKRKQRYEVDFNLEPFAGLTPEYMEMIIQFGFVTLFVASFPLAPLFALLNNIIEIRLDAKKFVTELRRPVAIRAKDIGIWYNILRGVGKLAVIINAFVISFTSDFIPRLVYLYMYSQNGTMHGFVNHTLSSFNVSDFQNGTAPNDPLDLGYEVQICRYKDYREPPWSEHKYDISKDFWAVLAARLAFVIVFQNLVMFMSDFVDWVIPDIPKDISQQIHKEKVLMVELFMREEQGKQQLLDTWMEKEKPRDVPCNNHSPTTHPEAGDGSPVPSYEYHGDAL
# TRPC4 block: inhibitors of mouse TRPC4 channel, primary screen, Fluo4 calcium, HEK293 TRPC4beta/mu-opioid cells; B-score at 10 µM; DAMGO-evoked Fluo4 calcium flux; active compounds read low; Short transient receptor potential channel 4 (Mus musculus), Q9QUQ5; 300,000 compounds, 0.39% hits;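 active means B-score over 3 SD under the library average, no early fluorescence shift, positive overall ratio signal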
#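 Assay system: HEK293 cells with stable TRPC4beta plus mu-opioid receptor expression; Probe or stimulus: DAMGO in two steps, submaximal then maximal; Dosing: single-point compound dosing; Measured by: Fluo4 calcium-dye fluorescence, kinetic read; Read-out basis: B score from integrated Fluo4 fluorescence ratio.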
# TRPC4 PAM: positive allosteric modulators of TRPC4, primary screen, cell-based, mouse TRPC4beta, HEK293 mu-opioid, Fluo-4 calcium; DAMGO EC20, Fluo-4 Ca2+ flux; active compounds read high; 310,000 compounds, 0.42% hits; Short transient receptor potential channel 4 (Mus musculus), Q9QUQ5; B-score at 10 µM;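 active means B-score of calcium response area above 5 SD of library B-scores, with initial fluorescence ratio within 5 SD of library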;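 further: B-score of integrated fluorescence ratio over time as area under calcium response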
# TRPC6 inh: mouse TRPC6 channel inhibitors, primary screen, cell-based, HEK293, membrane potential dye. B-score at 10 µM. 310,000 compounds, 1.1% hits. ACh-evoked depolarization; active compounds read low. Short transient receptor potential channel 6 (Mus musculus), Q61143;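 active means B-score under library mean minus 3 SD, initial fluorescence not abnormally high, positive integrated signal ratio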;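 further: B-score derived from integrated fluorescence ratio over the kinetic read; more negative B-score means stronger inhibition of depolarization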
# RGS4 inh: RGS4 inhibitors, primary screen, cell-based, HEK293 M3R inducible RGS4, calcium flux. Regulator of G-protein signaling 4 (Homo sapiens), P49798. Fluo-4 calcium flux; active compounds read high; triggered by carbachol at its EC20. B-score at 10 µM. 310,000 compounds, 0.45% hits;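 active means B-score, a plate-corrected calcium signal, over three deviations above library mean, with baseline fluorescence within five deviations of library mean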;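 further: RGS4 expression induced by doxycycline in cells with stable M3 receptor; B-score is computed from the integrated fluorescence ratio over baseline after carbachol; higher B-score means a larger calcium signal and so more RGS4 inhibition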
# MrgX1 ag: agonists of human MrgX1 receptor, primary screen, HEK293 cells, Fluo-4 calcium flux; AID 588627, 2011; Fluo-4 calcium fluorescence, agonist mode; active compounds read high; B-score at 10 µM; 310,000 compounds, 0.44% hits; Mas-related G-protein coupled receptor member X1 (Homo sapiens), Q96LB2;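 active means calcium response B-score plate-corrected fluorescence ratio at least 3 library SD, with starting fluorescence B-score inside 5 SD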
#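 Material – MrgX1-expressing HEK293 cells · Input – 15,000 cells seeded per well · Dosing – compound as first of three additions · Times – overnight seeding, then 1 h dark dye loading · Measured by – kinetic Fluo-4 NW fluorescence of intracellular calcium · Read-out – B-scored fluorescence response ratio · Benchmarks – positive and negative control wells on each plate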
# TRPC4 act: activators of mouse TRPC4 channel, primary screen, Fluo4 calcium, HEK293 TRPC4beta/mu-opioid cells; Fluo4 calcium fluorescence; active compounds read high; B-score at 10 µM; 310,000 compounds, 0.49% hits; AID 2237, 2010;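 active means B-score above 5 SD of library B-scores, and initial fluorescence ratio not above library mean plus 5 SD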;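 further: positive B-score marks a calcium rise read as TRPC4 activation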
#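 Incubation: 45 min room-temperature Fluo4 loading, 110 s read / System: HEK293 cells stably co-expressing mouse TRPC4beta and mu-opioid receptor / Signal: Fluo4 fluorescence, kinetic / Control set: buffer (low) and maximal DAMGO (high) / Measure: integrated baseline-normalised fluorescence ratio, converted to per-well B score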
# TRPC6 act: mouse TRPC6 channel activators, primary screen, cell-based, HEK293, membrane potential dye | Short transient receptor potential channel 6 (Mus musculus), Q61143 | HEK293-TRPC6 membrane potential dye fluorescence; active compounds read high | B-score at 10 µM | 310,000 compounds, 0.13% hits | AID 2550, 2010;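 active means B-score of the integrated fluorescence ratio above library mean plus 3 SD, and starting fluorescence ratio within library mean plus 5 SD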;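 further: higher score means more depolarization so channel activation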
# ANO1 activ: TMEM16A chloride channel activators or potentiators, primary screen, cell-based, HTS | Anoctamin-1 (Mus musculus), Q8BHY3 | HEK293 TMEM16A/YFP-H148Q/I152L, iodide quench fluorescence; active compounds read low | B-score at 10 µM | 340,000 compounds, 0.3% hits | AID 623877, 2012;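 active means fluorescence-ratio B-score plate-corrected deviation score at least 3 library SD below zero, with starting fluorescence score within 5 deviations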;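 further: channel opened by trigger with iodide after compound preincubation; score built on the fluorescence ratio of max minus min over baseline; more negative score means more quench and so TMEM16A activation or potentiation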
# MrgX1 antagonist: antagonists of human MrgX1 receptor, primary screen, HEK293 cells, Fluo-4 calcium flux; BAM8-22 antagonism; active compounds read low; B-score at 10 µM; 310,000 compounds, 1.3% hits; AID 588676, 2011;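 active means calcium-response B-score plate-corrected more than 3 library SD below zero, starting fluorescence within 5 deviations, no agonist response on first addition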;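 further: peak minus trough fluorescence over baseline after final BAM8-22 challenge near maximal dose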
# An asterisk follows results filed as active; i = inactive.
SMILES,MrgX1 allo act,ANO1 block,TRPC4 block,TRPC4 PAM,TRPC6 inh,RGS4 inh,MrgX1 ag,TRPC4 act,TRPC6 act,ANO1 activ,MrgX1 antagonist
CSCC[C@H](NC(=O)CCCn1nnc2ccccc2c1=O)C(=O)O,i,i,i,i,i,i,i,i,i,i,i
O=C1c2ccccc2C(=O)N1CCCCSc1nc2ccccc2c(=O)n1CCCN1CCOCC1,i,i,i,i,i,i,i,i,i,i,i
COc1ccc(-c2nc(C#N)c(NC(C)C)o2)cc1,i,i,i,i,i,i,i,i,i,i,i
CN(C)CCN(C(=O)c1ccc(Br)s1)c1nc2cc3c(cc2s1)OCCO3,i,i,i,i,i,i,i,i,i,i,i
Cc1ccc(CNC(=O)C2CCCN(C(=O)N(C)C)C2)cc1 (configuration not stated),i,i,i,i,i,i,i,i,i,i,i
COc1cccc(/C=N/Nc2c(Cl)cncc2Cl)c1O,i,i,i,i,i,i,i,i,i,i,i
Cc1ccc(C2Nc3cccc4cccc(c34)N2)s1,i,i,i,i,i,i,i,i,i,i,i
Nc1nc(NCCc2ccccc2)nc(NCCO)c1[N+](=O)[O-],i,i,i,i,i,i,i,i,i,i,i
Cc1cccc(NC(=O)NNC(=O)CCc2ccccc2)c1,i,i,i,i,i,i,i,i,i,i,i
COc1ccc(-n2c(SCC(=O)Nc3nccs3)nc3c(c2=O)SC(C)C3)cc1 (configuration not stated),i,i,i,i,i,i,i,i,i,i,i
CC(C)CC1CCCCC1OC(=O)C[N+]1(C)CCCCC1 (configuration not stated),i,i,i,i,-8.7*,i,i,i,i,i,i
O=C(N1CCCC1)C12CC3CC(CC(Cl)(C3)C1)C2,i,i,i,i,i,i,i,i,i,i,i
CCOC(=O)Cc1nnc(NC(=O)CSc2nc3ccccc3[nH]2)s1,i,i,i,i,i,i,i,i,i,i,i
CN1CCN(CCCNC(=O)Nc2cccc3ccccc23)CC1,i,i,i,i,i,i,i,i,i,i,i
COCCN(CCOC)S(=O)(=O)c1ccc(C(=O)NCCCN2CCOCC2)cc1,i,i,i,i,i,i,i,i,i,i,i
Cc1ccc(C(=O)Nc2cccc(C(F)(F)F)c2)cc1NC(=O)c1ccno1,i,i,i,i,i,i,i,i,i,i,i
Cc1c(NC(=O)Nc2ccc(C(C)C)cc2)c(=O)n(-c2ccccc2)n1C,i,i,i,i,i,i,i,i,i,i,i
COc1cccc(NC(=O)Nc2nnc(N3C(C)CCCC3C)s2)c1 (configuration not stated),i,i,i,i,i,i,i,i,i,i,i
Cc1ccc(SC2=C(Sc3ccc(C)cc3)C(=O)c3ccccc3C2=O)cc1,i,i,i,i,i,i,i,i,i,i,i
COc1ccc(S(=O)(=O)n2ccc(-c3ccc4c(c3)CCC(C)(C)O4)n2)cc1,i,i,i,i,i,i,i,i,i,i,i
Cc1nc2ccc(-c3nc4ccc(N)cc4[nH]3)cc2[nH]1,i,i,i,i,i,i,i,i,i,i,i
NNC(=O)C(Cc1ccccc1)NC(=O)OCc1ccccc1 (configuration not stated),i,i,i,i,i,i,i,i,i,i,i
Cc1ccccc1C(=O)OCCN(C)Cc1ccccc1,i,i,i,i,i,i,i,i,i,i,i
COC(=O)c1c(Sc2ccccc2)c2ccccc2n1C,i,i,i,i,i,i,i,i,i,i,i
CCS(=O)(=O)c1ccc2oc(SCC(=O)c3ccco3)nc2c1,i,i,i,i,i,i,i,i,i,i,i

# Remaining list, next part
SMILES,MrgX1 allo act,ANO1 block,TRPC4 block,TRPC4 PAM,TRPC6 inh,RGS4 inh,MrgX1 ag,TRPC4 act,TRPC6 act,ANO1 activ,MrgX1 antagonist
Cc1cccc2cc(CNCc3ccccc3)c(Cl)nc12,i,i,i,i,i,i,i,i,i,i,i
Cc1cccc(OCC(=O)Nc2ccc(N3CCN(C(=O)c4ccco4)CC3)cc2)c1C,i,i,i,i,i,i,i,i,i,i,i
C=CCn1c(=N)c(C#N)cc2c(=O)n3ccccc3nc21,i,i,i,i,-8.7*,i,i,i,i,i,i
CCCn1nc(NC(=O)c2ccccn2)c2cc3cc(C)ccc3nc21,i,i,i,i,i,i,i,i,i,i,i
Cc1nc(SCC(=O)Nc2cc(C)on2)c2c(C)c(C)sc2n1,i,i,i,i,i,i,i,i,i,i,i
CCCCC1=CC2=C(c3ccco3)C(=O)C(C)(OC(=O)c3ccc(OC)cc3)C(=O)C2=CN1c1ccc(OC)cc1 (configuration not stated),i,i,i,i,i,5.3*,i,i,i,i,i
CC(NC(=O)COC(=O)Cc1ccc(-c2ccccc2)cc1)c1ccccc1 (configuration not stated),i,i,i,i,i,i,i,i,i,i,i
COCCNC(=O)/C(C#N)=C/c1c(N2CCN(c3cccc(Cl)c3)CC2)nc2c(C)cccn2c1=O,i,i,i,i,i,i,i,i,i,i,i
CC(C)CNC(=O)c1ccccc1SCC(=O)NC12CC3CC(CC(C3)C1)C2,i,i,i,i,i,i,i,i,i,i,i
CCn1c(=O)c(C(=O)CN2CCOCC2)c(N)n(Cc2ccccc2)c1=O,i,i,i,i,i,i,i,i,i,i,i
CC1(C)CC2CC(C)(CN2S(=O)(=O)c2ccc(C(=O)Nc3cc(S(=O)(=O)N4CCOCC4)ccc3Cl)cc2)C1 (configuration not stated),i,i,i,i,i,i,i,i,i,-12*,i
CCCc1c(O)nc(SCc2ccccc2)[nH]c1=O,i,i,i,i,i,i,i,i,i,i,i
Cc1c(Br)c([N+](=O)[O-])nn1CC(=O)N1CCc2ccccc21,i,i,i,i,i,i,i,i,i,i,i
Cc1cccc(NC(=O)CSc2cc(C)c(C#N)c3nc4ccccc4n23)c1,i,i,i,i,i,i,i,i,i,i,i
Cc1nnc(NC(=O)c2ccc(-c3ccc([N+](=O)[O-])cc3)o2)s1,i,i,i,i,i,i,i,i,i,i,i
COC(=O)CSc1nn(-c2ccc(F)cc2)c(=S)s1,i,i,-5*,i,i,i,i,i,i,i,i
CNNC(=S)NC1CC2CC1C1C=CCC21 (configuration not stated),i,i,i,i,i,i,i,i,i,i,i
Cc1cccc(N(CC(=O)NCCSCc2ccccc2)S(C)(=O)=O)c1,i,i,i,i,i,i,i,i,i,i,i
CN(c1cccc(NC(=O)COc2ccc(Cl)cc2Cl)c1)S(C)(=O)=O,i,i,i,i,i,i,i,i,i,i,i
COc1cc(CN2CCN(CCCc3ccccc3)C(CCO)C2)cc(OC)c1O (configuration not stated),i,i,i,i,i,i,i,i,i,i,i
CC(=O)NC(Cc1cccc(C)c1)C(=O)NC1CCN(C(=O)c2ccc([N+](=O)[O-])cc2)CC1 (configuration not stated),i,i,i,i,i,i,i,i,i,i,i
O=C(NCc1ccncc1)/C(=C\c1ccc(F)cc1)NC(=O)c1ccccc1,i,i,i,i,i,i,i,i,i,i,i
CC(O)CNC12CC3CC(CC(C3)C1)C2 (configuration not stated),i,i,i,i,i,i,i,i,i,i,i
COc1ccc(CCNC(=O)CSc2ccc3nnc(CCNC(=O)c4ccccc4)n3n2)cc1OC,i,i,i,i,i,i,i,i,i,i,i
Cc1ccc(OCCC(=O)OCC(=O)N2c3ccccc3NC(=O)C2(C)C)cc1,i,i,i,i,i,i,i,i,i,i,i

# Other compounds.
SMILES,MrgX1 allo act,ANO1 block,TRPC4 block,TRPC4 PAM,TRPC6 inh,RGS4 inh,MrgX1 ag,TRPC4 act,TRPC6 act,ANO1 activ,MrgX1 antagonist
COc1ccc(Nc2cc(C)c3c(O)cccc3n2)cc1,i,i,-5*,i,i,i,i,i,i,i,i
CCOC(=O)c1ccc(N2C(=O)C(CC(N)=O)N(NC(=O)c3cccc(F)c3)C2=S)cc1 (configuration not stated),i,i,i,i,i,i,i,i,i,i,i
CCOC(=O)NC(=S)Nc1c(C)n(C)n(-c2ccccc2)c1=O,i,i,i,i,i,i,i,i,i,i,i
CC(=O)Nc1ccc(NC(=O)C2CCCN(S(=O)(=O)c3ccc(Cl)cc3)C2)cc1 (configuration not stated),i,i,i,i,i,i,i,i,i,i,i
CCCC(C)NC(=O)COC(=O)c1cc(Br)c(Br)s1 (configuration not stated),i,i,i,i,i,i,i,i,i,i,i
O=C(/C=C/c1cccs1)NC(=S)Nc1ccccc1,i,i,i,i,i,i,i,i,i,i,i
CN(Cc1c(F)cccc1Cl)C(=O)c1cc2ccccc2o1,i,i,i,i,i,i,i,i,i,i,i
Cc1ccc(C(=O)Nc2cccnc2N2CCN(C)CC2)cc1,i,i,i,i,i,i,i,i,i,i,i
Cn1nc(C(C)(C)C)c(NC(=O)c2sccc2Cl)c1C(C)(C)C,i,i,i,i,i,i,i,i,i,i,i
C/C(=N\Nc1ccc([N+](=O)[O-])cc1)c1ccc(N2CCOCC2)cc1,i,i,i,i,i,i,i,i,i,i,i
CN1CCN(S(=O)(=O)c2ccc(NCc3ccc4c(c3)OCO4)nc2)CC1,i,i,i,i,i,i,i,i,i,i,i
Cc1ccc(OCC(O)CN2CCN(CC(O)COc3ccc(C)cc3Cl)CC2)c(Cl)c1 (configuration not stated),i,i,i,i,i,i,i,i,i,i,i
NC(=O)CC(c1ccccc1)c1ccco1 (configuration not stated),i,i,i,i,i,i,i,i,i,i,i
COc1cccc2c1O/C(=N\O)C(C(=O)Nc1ccc(C)cc1)C2 (configuration not stated),i,i,i,i,i,i,i,i,i,i,i
O=C1CCN(CCc2ccccc2)CCN1[C@H](CSc1ccccc1)Cc1ccccc1,i,i,i,i,i,i,i,i,i,i,i
O=Cc1ccc(OCc2ccccn2)cc1,i,i,i,i,i,i,i,i,i,i,i
